# MsrA inhibitor – bovine MsrA inhibition | purified bovine MsrA, absorbance read-out | inhibition, % at 15.5 µM | 0.75% of 360,000 active; in the data active means inhibition above about 4.5%;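 further: 0% = vehicle wells with enzyme and 100% = reference inhibitor wells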
# TbMetRS inhib – Trypanosoma brucei MetRS inhibition; 0.4% of 360,000 active; purified T. brucei MetRS, ATP depletion, Kinase-Glo luminescence; inhibition, % at 11.9 µM;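 active means inhibition above a per-plate cutoff of the control wells' mean inhibition plus 3 SD, cut at about 5.5% in these data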;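 further: 0% = DMSO wells median and 100% = median of wells with control inhibitor compound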
#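 Material: T. brucei methionyl-tRNA synthetase, purified; reagent: substrates ATP, L-methionine and bulk Escherichia coli tRNA; dosing: 11.9 µM single point; timing: 15 min plus 2 h at 25 °C; detection: luminescence of leftover ATP; evaluation: % inhibition; control set: DMSO-only wells as low control; replicates: singlicate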
# LMPTP inh – LMPTP (human) inhibition; P24666; inhibition, % at 20 µM; 0.22% of 360,000 active; AID 651560; recombinant LMPTP-A, OMFP fluorogenic substrate, fluorescence intensity;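 active means compounds that cut the enzyme signal by at least half of the control window in the single-dose screen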;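 further: plate controls were DMSO wells with enzyme plus substrate for no effect and substrate without enzyme for full effect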
# Target sequence (P24666 whole entry, looked up): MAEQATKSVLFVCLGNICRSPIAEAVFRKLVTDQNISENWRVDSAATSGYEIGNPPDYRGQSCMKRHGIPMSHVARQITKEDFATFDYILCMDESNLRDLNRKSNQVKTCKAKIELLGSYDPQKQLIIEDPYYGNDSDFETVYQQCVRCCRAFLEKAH
#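 Test system: LMPTP-A, protein tyrosine phosphatase of low molecular weight; Input: 0.625 nM enzyme; Incubation: 50 min dark incubation at room temperature; Signal: endpoint fluorescence intensity from OMFP dephosphorylation; Read-out basis: % inhibition versus control wells.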
# eLon inh – inhibits E. coli Lon protease; purified E. coli Lon protease, fluorescence polarization; inhibition, % at 7.94 µM; 0.42% of 360,000 active; AID 602123; in the data active means inhibition above about 13%, passing the limit was not always enough;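 further: 0% = enzyme with probe and DMSO and 100% = no enzyme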
# SUMO1-SIM PPI – alters human SUMO1 binding to SIM partners. inhibition, % at 20 µM. P63165. SUMO1 binding to a labelled peptide, TR-FRET, 1 h. 0.33% of 360,000 active; in the data active means inhibition above about 37%
# DNMT1 inh – inhibitors of human DNMT1; 0.83% of 360,000 active; P26358; inhibition (reported as % activation of signal), % at 10 µM; DNMT1 molecular beacon, Hinp1I cleavage, fluorescence; AID 588458; in the data active means inhibition above about 50%
# STEP block – STEP (human) phosphatase inhibition | P54829 | recombinant STEP, OMFP fluorogenic substrate, fluorescence | inhibition, % at 20 µM | 0.25% of 360,000 active;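 active means inhibition at 20 µM, scaled per plate between control wells, above about 37%, limit read from the data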;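 further: 0% = DMSO with enzyme and substrate and 100% = substrate only without enzyme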
#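 Material: STEP (striatal-enriched tyrosine phosphatase) enzyme, cell-free | Medium: 50 mM Bis-Tris pH 6.0 with 2.5 mM DTT and 0.005% Tween 20 | Read-out: Percent inhibition scaled to no-enzyme and uninhibited-enzyme controls, plate-pattern corrected | Signal: Fluorescence read at 480 nm ex / 540 nm em | Times: 20 min reaction, room temperature, in the dark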
# Scp1 inh – Scp-1 (human) phosphatase inhibition; inhibition, % at 20 µM; 0.88% of 340,000 active; Recombinant Scp1, phosphopeptide, malachite green phosphate absorbance;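 active means inhibition above about 50% at 20 µM, limit read from the data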;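 further: plate controls were DMSO wells with enzyme for no effect and wells lacking enzyme for full effect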
#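 Test system: SCP-1 phosphatase catalytic domain, residues 76-261 | Compound dosing: One concentration, 20 µM, with 1.0% DMSO | Schedule: 45 min room-temperature reaction, 5 min colour, 30 min stabiliser | Detection: Absorbance at 630 nm | Read-out basis: % inhibition of SCP-1 phosphate liberation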
# MsrA act – activates bovine MsrA enzyme; purified bovine MsrA, absorbance read-out; AID 602163; 0.3% of 360,000 active; activation, % at 10.6 µM; in the data active means activation above about 7.5%;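 further: 0% = vehicle and 100% = reference activator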
# NRP1-CendR mod – NRP-1/CendR interaction modulation | FAM-RPARPAR peptide binding to NRP-1, fluorescence polarization | AID 602438 | 0.85% of 360,000 active | inhibition, % at 25 µM;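 active means inhibition or corrected inhibition above about 18%, plus a signal ratio from 0.5 to 1.5, limit read from the data, passing the limit was not always enough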; further: strong numbers were not always called active
# Target sequence (O14786 whole entry, looked up): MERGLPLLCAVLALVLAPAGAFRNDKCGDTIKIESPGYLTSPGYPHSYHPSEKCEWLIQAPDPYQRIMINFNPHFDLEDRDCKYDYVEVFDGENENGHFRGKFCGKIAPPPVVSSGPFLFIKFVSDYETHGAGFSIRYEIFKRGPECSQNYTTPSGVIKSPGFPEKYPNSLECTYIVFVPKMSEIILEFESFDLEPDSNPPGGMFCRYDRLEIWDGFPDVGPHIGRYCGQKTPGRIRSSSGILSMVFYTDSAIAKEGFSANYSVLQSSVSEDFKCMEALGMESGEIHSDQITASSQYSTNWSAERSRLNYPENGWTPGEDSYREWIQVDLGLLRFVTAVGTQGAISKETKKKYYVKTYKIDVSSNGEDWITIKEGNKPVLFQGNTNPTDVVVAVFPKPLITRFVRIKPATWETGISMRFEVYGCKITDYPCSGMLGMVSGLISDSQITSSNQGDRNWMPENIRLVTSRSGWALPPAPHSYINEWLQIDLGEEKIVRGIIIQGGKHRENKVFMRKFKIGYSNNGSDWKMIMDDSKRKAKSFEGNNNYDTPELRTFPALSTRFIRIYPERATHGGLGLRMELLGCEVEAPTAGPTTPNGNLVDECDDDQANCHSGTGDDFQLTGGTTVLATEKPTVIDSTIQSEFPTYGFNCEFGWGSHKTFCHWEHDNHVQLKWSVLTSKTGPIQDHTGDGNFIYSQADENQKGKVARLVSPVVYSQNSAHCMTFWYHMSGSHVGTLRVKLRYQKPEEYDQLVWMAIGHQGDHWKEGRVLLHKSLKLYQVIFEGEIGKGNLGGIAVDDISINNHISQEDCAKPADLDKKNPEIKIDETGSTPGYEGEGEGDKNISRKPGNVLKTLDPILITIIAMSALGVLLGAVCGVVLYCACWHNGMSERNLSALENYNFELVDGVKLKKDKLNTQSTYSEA
# Numbers without * were called inactive; / = no result given. An unsorted share of the library (roughly 4.3% active in at least one column).
no.	SMILES	STEP block	LMPTP inh	MsrA inhibitor	NRP1-CendR mod	eLon inh
1	CN(CCCC1CCCC1)C(=O)CC1C(=O)NCCN1Cc1cccc(F)c1F (centres undefined)	1	0.0	-1.7	-19	-7
2	COc1ccc(-c2c(C#N)c(N)nc(Sc3ccc(Cl)cc3)c2C#N)cc1	3	0.4	0.4	-13	-2
3	O=C(CSc1nc2ncccc2[nH]1)Nc1ccc2c(c1)OCO2	1	0.1	0.5	4	-6
4	CCOC(=O)c1oc2ccccc2c1CN1CCN(C(=O)c2ccccc2)CC1	1	0.0	3.1	-6	-4
5	COCCn1c(Sc2ccccc2)nc2c1c(=O)[nH]c(=O)n2C	2	-1.4	-0.1	1	3
6	COC(=O)c1ccc2nc(-c3ccccc3)c(Cc3ccccc3C(F)(F)F)n2c1	/	4.8	0.5	-12	-6
7	Cc1cccc(OCC(=O)NS(=O)(=O)c2ccc(Br)cc2)c1	-2	-0.8	0.5	2	-2
8	COCCN1CCN(C(=O)c2ccc3nc(Cc4ccccc4F)oc3c2)CC1	3	-2.2	0.4	-1	10
9	S=c1[nH]nc(-c2ccc3ccccc3n2)n1-c1ccc(Cl)cc1	1	0.9	-0.7	-1	-7
10	CC(=O)c1c(C)[nH]c(C(=O)CSc2nnc(CN3CCCCCC3=O)n2-c2ccccn2)c1C	1	-1.5	0.2	2	-5

no.	Scp1 inh	MsrA act	TbMetRS inhib	DNMT1 inh	SUMO1-SIM PPI
1	-14	-3	-0.1	-5	2
2	-2	2	-0.1	12	-96
3	-7	-2	16*	-1	-1
4	-5	-2	-0.5	3	1
5	-11	-2	-0.2	0	1
6	/	-2	-0.6	/	4
7	4	-8	-0.9	0	-1
8	-7	-8	-0.7	-1	1
9	-5	3	0.1	4	-5
10	-4	-1	-0.3	1	3

# More structures follow:
no.	SMILES	STEP block	LMPTP inh	MsrA inhibitor	NRP1-CendR mod	eLon inh
11	O=C(COc1ccc2ccc(=O)oc2c1)Nc1cc([N+](=O)[O-])ccc1F	1	30	1.7	0	-4
12	COc1cc(C(=O)N2CCCC(c3cc(C(=O)NCc4ccccc4)no3)C2)cc(OC)c1C (centres undefined)	1	0.5	-0.8	8	-16
13	COC(=O)c1ccc2nc(-c3ccc(C)cc3)c(CC3CCCCC3)n2c1	-2	0.3	-0.4	-20	-1
14	O=C(NCC1CCCO1)C(c1ccco1)N(Cc1ccc(F)cc1)C(=O)CN1C(=O)c2ccccc2S1(=O)=O (centres undefined)	1	0.5	-0.6	9	-6
15	CC(Oc1cc(F)ccc1[N+](=O)[O-])C(=O)N(C)CC(=O)Nc1ccccc1C(F)(F)F (centres undefined)	-3	-0.6	1.6	-1	-2
16	CCCNC(=O)Cn1cnc2sc(C(=O)Nc3ccc4c(c3)OCO4)c(C)c2c1=O	1	-0.4	/	3	-4
17	CC(C)[C@H]1C(=O)Nc2ccccc2N1C(=O)N[C@@H](Cc1ccccc1)C(=O)N[C@@H](Cc1ccccc1)C(=O)O	3	-3.2	0.0	3	-4
18	CSc1ccc(NC(=O)CSc2nc3[nH]c(=O)cc(O)c3s2)cc1	10	48	0.3	-72	-10
19	CC(C)(C)C(=O)COC(=O)c1cc(S(=O)(=O)N2CCCCC2)ccc1N1CCOCC1	0	-1.1	-1.2	-10	-1
20	Cc1cc(C)nc(SCC(=O)c2cc3ccccc3oc2=O)n1	5	-0.1	0.6	-6	-4

no.	Scp1 inh	MsrA act	TbMetRS inhib	DNMT1 inh	SUMO1-SIM PPI
11	2	-3	-0.4	19	-2
12	/	-1	0.0	-5	-4
13	/	-5	-0.4	-10	5
14	-2	-2	-0.5	2	2
15	2	-5	-0.7	-2	-2
16	-2	-1	-0.8	4	4
17	-1	-2	0.2	1	6
18	71*	-5	0.1	52*	12
19	-1	-3	-0.1	4	5
20	-7	-1	-0.8	2	-6

# Next part:
no.	SMILES	STEP block	LMPTP inh	MsrA inhibitor	NRP1-CendR mod	eLon inh
21	CN1C(=O)CC(=O)N(C)c2cc(S(=O)(=O)N(C)Cc3ccccc3)ccc21	-2	-0.8	-1.0	11	-8
22	Cc1ccccc1NC(=O)COC(=O)COc1ccc2ccc(=O)oc2c1	1	-0.1	1.4	5	-23
23	CC(=O)/C(=N/Nc1ccc([N+](=O)[O-])cc1)N1CCCc2ccccc21	1	3.4	-0.4	4	-40
24	O=C(O)C1CC=C(Cl)CC1C(=O)NCC1OCCc2ccccc21 (centres undefined)	-1	-3.1	0.2	0	8
25	O=C(O)Cc1sc(NCc2ccco2)nc1-c1ccccc1	2	-0.2	0.4	-38	-21
26	FC(F)(F)c1nc(N2CCCC2)ncc1-c1nnnn1-c1ccc(Cl)cc1	-1	2.3	0.9	2	6
27	CC(C)COC(=O)N1CCCC1C(=O)O (centres undefined)	3	-0.6	-0.8	-1	0
28	Cc1cc(S(=O)(=O)N2CCOCC2)ccc1F	1	-1.8	1.1	-6	10
29	CCN(Cc1ccccc1)C(=O)COC(=O)c1cc(S(=O)(=O)Nc2ccccc2OC)ccc1O	1	3.0	0.7	-11	3
30	CNC(C)C(=O)NC(C(=O)NC(C(=O)Nc1cccc2ccccc12)C(C)C)C(C)C (centres undefined)	-2	-0.9	-0.1	7	0

no.	Scp1 inh	MsrA act	TbMetRS inhib	DNMT1 inh	SUMO1-SIM PPI
21	-3	-3	0.2	2	0
22	/	-4	0.2	1	-3
23	-14	-1	2.1	-5	-9
24	3	0	0.0	-1	2
25	14	-3	-0.6	-7	-7
26	-3	2	-0.8	1	0
27	-5	-3	0.4	1	1
28	-4	0	-0.2	5	1
29	-6	0	-0.3	5	2
30	/	-2	0.4	-5	-4

# Down the list, as entered above:
# SUMO1-SIM PPI, nos. 21 to 30: 0, -3, -9, 2, -7, 0, 1, 1, 2, -4

# (continued)
no.	SMILES	STEP block	LMPTP inh	MsrA inhibitor	NRP1-CendR mod	eLon inh
31	O=C(CSC(=S)N1CCCCC1)N1N=CCC1c1ccccc1 (centres undefined)	2	-0.5	-0.5	-7	5
32	CCN(c1ccc(C(=O)CSc2nnc(C3CC3)n2C2CC2)cc1)S(C)(=O)=O	1	-1.6	1.2	-8	2
33	Cc1nc(SCC(=O)Nc2nnc(C(C)C)s2)n[nH]1	1	-2.0	0.9	3	0
34	CCOC(=O)[C@@H]1[C@H]2COc3cc(OC)ccc3[C@H]2N2C(=O)N(c3ccc(F)cc3)C(=O)[C@]12C	2	0.8	/	8	-1
35	CCOC(=O)C1=C(C)NC(C)=C(C(=O)OCC)C1C(=O)O	1	-1.1	1.2	2	-8
36	COc1ccc(C(=O)Oc2cc(C(=S)N3CCOCC3)ccc2OC)cc1	0	0.3	-0.8	10	1
37	C=CCn1cccc(C(=O)Nc2ccc(OC)cc2OC)c1=O	2	2.6	4.1	8	0
38	CCCC(=O)N1CCC(CCC(=O)NC2CC2)CC1	-2	-0.3	-0.5	3	-7
39	O=C(Nc1ccccc1F)C1CCCN(S(=O)(=O)c2cccc3cccnc23)C1 (centres undefined)	-3	-1.2	0.6	-12	-9
40	O=C1/C(=C/c2ccc([N+](=O)[O-])cc2)Oc2cc(O)ccc21	5	3.9	2.5	-31	-9

no.	Scp1 inh	MsrA act	TbMetRS inhib	DNMT1 inh	SUMO1-SIM PPI
31	3	-5	-0.3	-2	2
32	-6	-1	-0.1	0	-3
33	-4	-3	0.0	-4	-3
34	-15	0	-0.2	-1	8
35	-7	0	0.2	1	4
36	-1	-1	0.5	2	0
37	-6	-4	0.1	-4	1
38	-11	-1	-0.4	2	2
39	3	-7	-0.9	1	0
40	-15	-3	0.6	-5	-34

# 3 compounds out of the list above, sorted by the number in NRP1-CendR mod, descending.
no.	SMILES	STEP block	LMPTP inh	MsrA inhibitor	NRP1-CendR mod	eLon inh
16	CCCNC(=O)Cn1cnc2sc(C(=O)Nc3ccc4c(c3)OCO4)c(C)c2c1=O	1	-0.4	/	3	-4
5	COCCn1c(Sc2ccccc2)nc2c1c(=O)[nH]c(=O)n2C	2	-1.4	-0.1	1	3
39	O=C(Nc1ccccc1F)C1CCCN(S(=O)(=O)c2cccc3cccnc23)C1 (centres undefined)	-3	-1.2	0.6	-12	-9

no.	Scp1 inh	MsrA act	TbMetRS inhib	DNMT1 inh	SUMO1-SIM PPI
16	-2	-1	-0.8	4	4
5	-11	-2	-0.2	0	1
39	3	-7	-0.9	1	0

# Returning to the listing; the three compounds before the break are reprinted first.
no.	SMILES	STEP block	LMPTP inh	MsrA inhibitor	NRP1-CendR mod	eLon inh
38	CCCC(=O)N1CCC(CCC(=O)NC2CC2)CC1	-2	-0.3	-0.5	3	-7
39	O=C(Nc1ccccc1F)C1CCCN(S(=O)(=O)c2cccc3cccnc23)C1 (centres undefined)	-3	-1.2	0.6	-12	-9
40	O=C1/C(=C/c2ccc([N+](=O)[O-])cc2)Oc2cc(O)ccc21	5	3.9	2.5	-31	-9
41	CCc1nc2c(OCCC3CCCCC3)cccn2c1N(C)C(=O)c1cccs1	6	10	-0.4	2	-5
42	CCOC(=O)OC(C)OC(=O)[C@@H]1N2C(=O)[C@@H](NC(=O)[C@H](N)c3ccccc3)[C@H]2SC1(C)C (some centres undefined)	1	-1.0	0.4	6	-6
43	COC(=O)c1c(-c2ccccc2)csc1N	0	0.6	0.0	12	4
44	COc1ccc(OC)c(C2CC(=O)N3CN(c4ccccc4F)CSC3=C2C#N)c1 (centres undefined)	2	17	2.6	-17	-2
45	CN(C)c1ccc(C(=O)OCC#CCSc2nnc(-c3cccc4ccccc34)o2)cc1	2	3.3	0.4	0	6
46	Cc1nnsc1C(=O)Nc1cccc(Cl)c1	-1	1.4	2.8	-6	-2
47	Cc1ccc(CNC(=O)CCC(=O)Nc2nnc(C)s2)cc1	-4	-1.6	2.0	12	2
48	CC(=O)Nc1ccc(S(=O)(=O)NCc2nc(-c3ccccc3C)no2)cc1	1	-0.3	1.2	-11	/
49	C=C(C)C(=O)Nc1cccc(C2=NOC3(C2)C[C@@H](C(N)=O)N(C(=O)c2ccc(OC)cc2)C3)c1 (some centres undefined)	13	2.3	/	-87	-13
50	CC1CCc2c(sc3c2C2=NS(=O)(=O)CCN2C=N3)C1 (centres undefined)	-7	-0.9	2.2	0	-10
51	CCCCNC(=O)Nc1nc(SCC(=O)OCC)n[nH]1	-4	-2.3	-0.5	-3	-5
52	O=S(=O)(c1ccccc1)N1CCN(C(=S)Nc2ccccc2)CC1	2	2.1	0.3	16	6
53	Cc1ccc(-c2cn(-c3ccccc3)c(=S)[nH]2)cc1C	2	2.2	0.2	14	4

no.	Scp1 inh	MsrA act	TbMetRS inhib	DNMT1 inh	SUMO1-SIM PPI
38	-11	-1	-0.4	2	2
39	3	-7	-0.9	1	0
40	-15	-3	0.6	-5	-34
41	/	0	-0.2	-4	7
42	-14	-3	-0.6	-4	-1
43	2	-3	-1.1	-1	1
44	-9	0	-0.8	-5	6
45	-8	-8	-0.6	-2	-51
46	-5	-1	-0.2	2	-1
47	-7	-1	0.1	2	2
48	1	/	/	-2	2
49	99*	-5	-0.5	96*	107*
50	0	-14	0.0	3	19
51	-3	-7	-0.3	-1	4
52	-2	-4	-0.2	0	4
53	1	0	1.8	-5	3
